# Screens from PubChem BioAssay.
# NPYLR7 ag: mosquito NPYLR7 agonism; AID 1259423; actives 0.15% (n = 270,000); activation, % at 10 µM; HEK293T NPYLR7/Galpha15, GCaMP6s calcium fluorescence; in the data active means activation above about 40%;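 further: 0% = vehicle and 100% = reference agonist at the receptor; some compounds past the cut are filed as inactive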
# mcGAS lum: blocks mouse cGAS activity. recombinant cGAS, Kinase-Glo ATP depletion luminescence. inhibition, % at 12.5 µM. actives 0.15% (n = 160,000). AID 1259399;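 further: 0% = negative control wells and 100% = reference inhibitor with no enzyme activity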
# hcGAS inh: human cGAS inhibition; Q8N884; recombinant h-cGAS, ATP depletion, Kinase-Glo luminescence; inhibition, % at 12.5 µM; actives 0.081% (n = 290,000); AID 1259398;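 further: 0% = vehicle reaction and 100% = reaction without DNA for no activity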
# Target sequence (Q8N884 whole entry, looked up): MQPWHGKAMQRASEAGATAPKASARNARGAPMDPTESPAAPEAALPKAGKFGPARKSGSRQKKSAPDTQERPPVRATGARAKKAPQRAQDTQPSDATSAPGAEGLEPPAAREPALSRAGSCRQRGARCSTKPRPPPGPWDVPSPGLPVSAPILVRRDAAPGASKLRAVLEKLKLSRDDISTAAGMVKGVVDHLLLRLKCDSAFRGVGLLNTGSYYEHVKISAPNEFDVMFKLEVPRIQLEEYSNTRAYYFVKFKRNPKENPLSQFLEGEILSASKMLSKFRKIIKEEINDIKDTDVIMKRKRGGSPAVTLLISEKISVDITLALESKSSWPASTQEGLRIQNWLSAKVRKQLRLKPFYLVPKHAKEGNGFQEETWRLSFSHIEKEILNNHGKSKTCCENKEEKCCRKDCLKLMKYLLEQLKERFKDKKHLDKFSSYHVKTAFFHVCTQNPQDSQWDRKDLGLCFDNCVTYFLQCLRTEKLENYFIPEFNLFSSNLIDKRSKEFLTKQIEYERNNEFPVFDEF
# * hit, by the source's call; / = not tested or not shown; & = joins results of further samples. Unless noted, no stated cut-off is given here; in the data, active means inhibition above about 40%; inactive means the rest.
# The line under a structure holds: NPYLR7 ag, mcGAS lum, hcGAS inh
> Cc1cc(Cl)c(NC(=O)N(C)CCC(C)O)c2cccnc12 (stereo not given)
→ 7, -8, -11
> CCOc1cccc(C=C2N=C(c3ccccc3F)OC2=O)c1OC(F)F
→ 1, /, -4
> CCCN1C(=O)C(c2c(C(C)C)[nH]n(-c3ccc(Cl)cc3)c2=O)=C([n+]2ccccc2)C1=O
→ -3, -8, -7
> COCCCNC(=O)CCCn1ncn2c(cc3occc32)c1=O
→ 5, -4, -6
> CC(=O)C(Sc1nc(-c2ccccc2F)nc2c1c(=O)n(C)c(=O)n2C)=C(C)O
→ -2, -6, -3
> Cc1ccc(S(=O)(=O)N(Cc2cccc(OS(=O)(=O)c3ccc(F)cc3)c2)Cc2ccco2)cc1
→ -2, -3, -3
> Cc1cc(C=C2Sc3ccccc3N2C)cc(C)[n+]1Cc1ccncc1
→ 51*, -2, 1
> Cc1ccc(C2c3cccn3CCCN2Cc2ccccc2O)cc1 (stereo not given)
→ 2, /, -4
> COc1ccc(-n2c(C)c[n+]3c2CCc2ccccc2-3)cc1
→ 6, /, -4
> NC(=O)CCSc1ncnc2sc3c(c12)CCCC3
→ -1, /, -11
> Cc1ccc2c(C)cc(=S)[nH]c2c1
→ 6, -7, -3
> COc1cccc(NC(=O)NCC(c2ccc(N(C)C)cc2)N2CCc3ccccc3C2)c1OC (stereo not given)
→ -4, /, -5
> CCc1noc(C)c1C(=O)N1CCc2c([nH]c3ccccc23)C1c1ccccc1C (stereo not given)
→ 26, 1, 1
> C=CCN1CCN(c2cc(OC)ccc2OC)C(=O)C1C (stereo not given)
→ 3, /, -8
> CC1CN(C2CCN(C(=O)CN(C)c3cnccn3)CC2)CCO1 (stereo not given)
→ 7, /, -5
> Cn1nc(CN2CCN(C(=O)c3ccccc3)CC2)c2c(Cl)cccc21
→ 1, -11, -3
> O=C(Nc1ccc2c(c1)OCO2)c1ccc(CSc2nnc(-c3ccncc3)n2Cc2ccccc2)cc1
→ 2, -4, -1
> CCCSCc1ccc2oc(C(=O)O)cc2c1
→ 2, -4, -7
> CNc1ncccc1C(=O)N(C)Cc1ncc[nH]1
→ 14, -9, -5
> Cc1cc(-n2c(C)cc(C(=O)CN3C(=O)NC4(CCC(C)CC4)C3=O)c2C)no1 (stereo not given)
→ 10, /, -8

# Looked up above:
# In hcGAS inh, CNc1ncccc1C(=O)N(C)Cc1ncc[nH]1 is entered as -5
# In NPYLR7 ag, CC1CN(C2CCN(C(=O)CN(C)c3cnccn3)CC2)CCO1 (stereo not given) is entered as 7
# In NPYLR7 ag, Cn1nc(CN2CCN(C(=O)c3ccccc3)CC2)c2c(Cl)cccc21 is entered as 1
# In hcGAS inh, Cc1ccc2c(C)cc(=S)[nH]c2c1 is entered as -3
# In NPYLR7 ag, C=CCN1CCN(c2cc(OC)ccc2OC)C(=O)C1C (stereo not given) is entered as 3
# In hcGAS inh, Cc1cc(-n2c(C)cc(C(=O)CN3C(=O)NC4(CCC(C)CC4)C3=O)c2C)no1 (stereo not given) is entered as -8

# Following part.
# The line under a structure holds: NPYLR7 ag, mcGAS lum, hcGAS inh
> COc1cccc(-c2cc(C(=O)NCCN3CCOCC3)n3nc(C(C)(C)C)cc3n2)c1
→ -6, -1, 5
> C=CCC1NCCc2c(Br)cccc21 (stereo not given)
→ 15&-1, /, -7&-5
> O=C(N1CCCN(c2nc3ccccc3nc2-c2ccccc2)CC1)C(Cl)(Cl)Cl
→ 5, -6, -4
> COc1nc(-c2ccccc2C)n(-c2ccc(NC(=O)c3ccc([N+](=O)[O-])cc3Cl)cc2)n1
→ 12, -5, -3
> CCOc1ccc(-n2nnc3c(N4CCNCC4)ncnc32)cc1
→ -4, /, -6
> CN(CC(O)c1ccccc1F)C(c1ccccc1)c1ccccc1 (stereo not given)
→ 2, /, -4
> c1ccc(C2CCCCN2Cc2ccc3c(c2)OCCO3)nc1 (stereo not given)
→ 7, /, 3
> FC(F)(F)c1cccc(CNCc2c(Cl)nc3ccccn23)c1
→ -8, 1, 11
> COc1ccc(C(C)(C)CNC(=O)N2CCCC2)cc1OC
→ 1, /, -6
> C#CCN(Cc1ccco1)C(=O)CC1(c2ccccc2OC)CC(=O)N(C)C1=O (stereo not given)
→ 2, /, -8

# Compounds above that contain two or more sulfur atoms, in the order listed:
# The line under a structure holds: NPYLR7 ag, mcGAS lum, hcGAS inh
> Cc1ccc(S(=O)(=O)N(Cc2cccc(OS(=O)(=O)c3ccc(F)cc3)c2)Cc2ccco2)cc1
→ -2, -3, -3
> NC(=O)CCSc1ncnc2sc3c(c12)CCCC3
→ -1, /, -11

# Arranged by molecular weight (highest first): part of the list above
# The line under a structure holds: NPYLR7 ag, mcGAS lum, hcGAS inh
> COc1nc(-c2ccccc2C)n(-c2ccc(NC(=O)c3ccc([N+](=O)[O-])cc3Cl)cc2)n1
→ 12, -5, -3
> O=C(N1CCCN(c2nc3ccccc3nc2-c2ccccc2)CC1)C(Cl)(Cl)Cl
→ 5, -6, -4
> COc1cccc(-c2cc(C(=O)NCCN3CCOCC3)n3nc(C(C)(C)C)cc3n2)c1
→ -6, -1, 5
> CN(CC(O)c1ccccc1F)C(c1ccccc1)c1ccccc1 (stereo not given)
→ 2, /, -4
> COc1ccc(C(C)(C)CNC(=O)N2CCCC2)cc1OC
→ 1, /, -6
> C=CCC1NCCc2c(Br)cccc21 (stereo not given)
→ 15&-1, /, -7&-5

# Later entries.
# The line under a structure holds: NPYLR7 ag, mcGAS lum, hcGAS inh
> CC(COc1ccccc1Cc1ccccc1)N1CCCCC1 (stereo not given)
→ -12, /, -5
> C=c1ccsc1=C1N=C(NC(=O)/C=C/c2ccncc2)NN1
→ 13, /, -3
> O=C(Nc1ccc(Oc2ccccc2)cc1)c1cc(C2CC2)n(C2CCS(=O)(=O)C2)n1 (stereo not given)
→ 3, -6, -7
> CCN1CCOC(CCNC(=O)Nc2ccccc2Cl)C1 (stereo not given)
→ /, -17, -3
> C=CCN(Cc1nc2sc(C)c(C)c2c(=O)[nH]1)CC(O)COc1ccccc1C (stereo not given)
→ 4, -6, -6
> Clc1cc2c(cc1Br)OCCN2Cc1ccccn1
→ 10, /, -9
> Cc1nn(C)c(C)c1C(C)NC(=O)c1cc(-c2ccc(O)cc2)n[nH]1 (stereo not given)
→ -3, /, -6
> Cc1ccc(Cc2nsc(N(CCC(=O)NCCN3CCCC3)Cc3ccco3)n2)cc1
→ -2, 3, 3
> CC(=O)NC(N(C)Cc1ccccc1)C(Cl)(Cl)Cl (stereo not given)
→ -15, /, 5
> O=C1CC2Sc3ccccc3N=C2N1Cc1ccc(Cl)cc1Cl (stereo not given)
→ -5, /, 10
> CC(NC(=O)CN1CCCC(c2cc(C(N)=O)n[nH]2)C1)c1ccco1 (stereo not given)
→ -1, /, -9
> CC(c1ccccn1)N(C)Cc1ccc(F)cc1Cl (stereo not given)
→ 4, /, -5
> N#CC1=C(SCC(=O)OCc2ccccc2)NC(=O)CC1c1ccc(F)cc1 (stereo not given)
→ -2, -6, -2
> O=C(Nc1ccc(S(=O)(=O)N2CCCC2)cc1Cl)C1=COCCO1
→ 5, /, -8
> CC(C)C(C)(C#N)NC(=O)CN1C(=O)NC(C)(c2cccc(C(F)(F)F)c2)C1=O (stereo not given)
→ 7, -15, -9
> CCc1nc2n(n1)C(=O)C(C(c1cccc(C(F)(F)F)c1)N1CCN(C)CC1)S2 (stereo not given)
→ -5, -8, -5
> CC(C)(C)Nc1nc(-c2ccc3[nH]c(=O)oc3c2)cs1
→ -2, /, 2
> CC(C)CN(C1CC1)S(=O)(=O)c1cc(S(C)(=O)=O)ccc1Br
→ 1, /, 4
> Cc1cccc(C(C)C)c1NC(=O)CCNC(=O)c1cccs1
→ 13, /, -5
> COc1cccc(CSc2nnc(CNC(=O)Nc3ccccc3F)n2-c2cc(Cl)ccc2Cl)c1
→ /, -4, -6
> Cc1nc2nc3ccn(NC(=O)c4cccnc4)c(=O)c3c(-c3ccccc3)n2n1
→ 1, -1, 1
> CN(CCCNC(=O)CCSCc1nc2sc3c(c2c(=O)[nH]1)CCC3)c1ccccc1
→ -4, /, 1
> O=C(c1nn(CCOc2ccccc2)c2ccccc12)N1CCN(C(=O)C2CCCO2)CC1 (stereo not given)
→ -4, -1, -1
> O=C(c1cn(CCN2CCCCC2)nn1)N1CCN(Cc2ccc3c(c2)OCO3)CC1
→ -3, /, -2
> Cc1ccoc1C(=O)Nc1c(C)cnn1Cc1ccc(Cl)cc1
→ -1, -10, -6
> CS(=O)(=O)c1cccc(-c2nnc(NC(=O)/C=C/c3ccccc3)o2)c1
→ 11, /, -3
> COc1ccccc1OCC(=O)Oc1coc(CSc2ncccn2)cc1=O
→ -11, -7, -4
> COc1cccc(CC2CN(c3ccc(-c4ccccc4)nn3)CCO2)c1 (stereo not given)
→ -5, 0, 1
> Cc1ccc(S(=O)(=O)N(CC(=O)N(Cc2ccc3c(c2)OCO3)Cc2sccc2C)C(C)C)cc1
→ /, -9, -11
> O=C(CCC1CCCN(Cc2ccc3nonc3c2)C1)NCc1ccccc1Cl (stereo not given)
→ 4, /, -10
> CC(=O)COc1cc(C)c2c(c1)oc(=O)c1ccccc12
→ -1, /, -5
> Cc1noc(C)c1C(=O)NCC1Cc2ccccc21 (stereo not given)
→ -16, /, -3
> COCCn1c(N2CCN(Cc3ccccc3Cl)CC2)nc2c1c(=O)[nH]c(=O)n2C
→ 8, /, -5
> CC(CN)OC(=O)C1CCNCC1 (stereo not given)
→ 2, /, 0
> CCn1nc(C)c(Br)c1Nc1ccc(Br)cc1
→ 8, /, -7
> O=c1[nH]c(-c2ccnc(Oc3ccccc3Cl)c2)nc2ccsc12
→ -2, -18, -11
> CO[C@H]1CN(C(=O)c2c(-c3ccccc3)ccnc2C)CC[C@H]1N
→ -2, -11, -5
> CCn1c(CNc2cc(C(=O)OC)ccc2F)nc2cc(S(=O)(=O)N3CCCCC3)ccc21
→ -1, -7, -7
> CN(C)CCC(=O)OC1CCCCC1S(=O)(=O)Cc1ccc(Cl)cc1 (stereo not given)
→ -1, /, -1
> Cc1cc(N(C)C)nc(Nc2ccc(NS(=O)(=O)c3ccc4nc(C)sc4c3)cc2)n1
→ 12, /, -9
> CCCN(C)C(=O)c1c(C)c(N2CCOCC2)c(C)n1Cc1c(F)cccc1F
→ 21, -6, -6
> O=C(c1cncc(-c2ccc(-c3ccn[nH]3)cc2)n1)N1CCCCC1
→ 9, /, -3
> CCCNC(=O)Cc1ccc(N(Cc2cccc(C)c2)C(=O)COC)cc1
→ /, -6, -5
> COc1ccccc1C1=NN(C(=O)CN2CCCCC2C)C(c2cccc(F)c2)C1 (stereo not given)
→ -8, -1, 3
> COCCNC(=O)Cn1c(=O)n(-c2ccccc2Cl)c(=O)c2ccccc21
→ /, -4, 0
> O=C(c1ccc(Cn2cccn2)o1)N1CC(c2ccncc2)C1
→ 10, -11, -5
> O=c1c2ccccc2nc(SCc2cc(=O)n3ccccc3n2)n1CC1CCCO1 (stereo not given)
→ 5, /, -7
> O=C(NC1CCN(c2ccccc2C(=O)N2CCN(C3CCCCCC3)CC2)CC1)c1cccc(F)c1
→ -10, 1, 2
> CC(C)c1nn(-c2cccc(Cl)c2)c(C(C)C)c1C(=O)NCC1CCCO1 (stereo not given)
→ -3, -5, 0
> Cc1ccc2n(n1)c(=O)c(Cc1ccccc1)c(O)[n+]2-c1ccccc1
→ 6, /, -1

# Continued:
# The line under a structure holds: NPYLR7 ag, mcGAS lum, hcGAS inh
> OC(c1ccc(-c2ccccc2)cc1)c1ncc(-c2ccc(F)cc2)[nH]1 (stereo not given)
→ 0, /, -11
> C=CCCC(O)CN(Cc1ccsc1)Cc1ccco1 (stereo not given)
→ 10, -3, 1
> NC(=N/N=C\c1cc(Br)cc(Br)c1O)c1nonc1N
→ 3, -5, -3
> Cc1cccn2c(=O)cc(CSc3nc4ccsc4c(=O)[nH]3)nc12
→ 15, /, 1
> O=C(CSc1nc(=O)n2ccccc2n1)Nc1cccc2ccccc12
→ 1, -7, -10
> Nc1cc(S(=O)(=O)C(F)(F)F)ccc1[N+](=O)[O-]
→ 1, -6, -10
> CN(Cc1ccccc1CN1CCCC1)C(=O)c1cn(-c2ccccc2)nn1
→ 2, -11, -7
> O=C(NC1CCCCCC1)c1ncn[nH]1
→ 2, /, 0
> CC1C(=O)N(CC(O)COc2cccc(Br)c2)C(=O)N1c1ccccc1 (stereo not given)
→ 2, -8, -1
> CCN(CC)CCN(C(=O)C1=COCCO1)c1nc2c(OC)ccc(OC)c2s1
→ -5, -5, -5
> Cc1ccn(CCN(CC2CCC2)CC2CCCO2)n1 (stereo not given)
→ /, -8, -13
> Cc1ccc(Br)cc1S(=O)(=O)N1CC(C(N)=O)Cc2ccccc21 (stereo not given)
→ -2, -4, -2
> N#CCCN(CCC#N)c1nncs1
→ -11, /, -1
> COc1ccc(-n2nc3c(c2NC(=O)C2CC(=O)N(c4ccccc4)C2)CS(=O)(=O)C3)cc1 (stereo not given)
→ -4, -9, -8
> CCOC(=O)C1(C)CCCCN1C(=O)c1ccoc1 (stereo not given)
→ 0, /, -6
> O=C(c1ccc2ccccc2n1)N1CCc2c(nc(-c3ccccc3)[nH]c2=O)C1
→ 0, /, -2
> Cc1ccc(N2C(=O)C3C4CC(C3C2=O)C2C4Sc3[nH]c(=O)sc3[C@@H]2c2ccccc2O)cc1 (stereo not given in full)
→ 16, -2, -19
> O=S(=O)(NC1=NCCCCC1)c1ccccc1Cl
→ -3, -8, -7
> Cc1cc(-c2ccccc2)o[n+]1C(C)c1ccccc1 (stereo not given)
→ -4, /, -8
> Cc1oc(-c2ccc(C(F)(F)F)cc2)nc1CN1CCCCC1CO (stereo not given)
→ 5, /, -4
